ASAP1 inh – ASAP1 ArfGAP inhibition; ASAP1-stimulated ARF1 GTP hydrolysis, GDP FP detection; inhibition, % at 16.5 µM; AID 624377; hit rate 0.19% among 360,000; in the data active = inhibition above about 25%;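 also: 0% = vehicle with enzyme and substrate and 100% = no enzyme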
KLK7 zymogen act – proKLK7 (human) activation, primary screen. P49862. purified proKLK7, EDANS-DABCYL substrate fluorescence; 100% is mature enzyme control, 0% vehicle. activation, % at 7 µM. hit rate 0.9% among 370,000;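 active = activation above the mean of all tested compounds plus 3 SD, computed per campaign excluding outliers beyond control limits, cut at about 13% in these data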
Target sequence (P49862 whole entry, looked up): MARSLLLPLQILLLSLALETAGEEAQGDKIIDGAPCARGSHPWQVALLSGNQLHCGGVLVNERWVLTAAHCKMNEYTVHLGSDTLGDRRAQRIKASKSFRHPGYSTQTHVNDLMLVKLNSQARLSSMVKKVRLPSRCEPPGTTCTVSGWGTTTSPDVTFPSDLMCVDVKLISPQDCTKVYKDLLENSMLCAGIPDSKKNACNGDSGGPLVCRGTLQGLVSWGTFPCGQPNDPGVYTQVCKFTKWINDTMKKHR
DDE Tn6 FP inh – inhibitors of Tn6 peptide binding to human fibrin DD(E); P02675; Fibrin DD(E) TRITC-Tn6 fluorescence polarization displacement; inhibition, % at 8.3 µM; hit rate 0.21% among 370,000;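 active = inhibition above a per-campaign cutoff: mean of compounds within control limits plus 3 SD, cut at about 15% in these data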;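 also: 0% = median of all compound wells on the plate and 100% = blocking peptide control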
DDE Tn7 FP inh – disrupts Tn7 cyclic peptide binding to fibrin D-Dimer-E complex; P02675; hit rate 0.13% among 370,000; FP displacement of FITC-Tn7 peptide from fibrin DD(E); 0% = median of compound wells per plate; inhibition, % at 8.3 µM;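 active = inhibition above the mean of compounds falling within the control limits plus 3 SD of them, cut at about 14% in these data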;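 also: 0% = plate median of compound wells and 100% = 10 µM Aha-Tn7 peptide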
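Test system: human clot-derived fibrin DD(E) complex / Quantity: 2 µM final DD(E) protein / Incubation: 10 min plus 3 h, room temperature / Measured by: fluorescence polarization / Benchmarks: high control of 10 µM Aha-Tn7 peptide / Replicates: singlicate testing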
UHRF1 binding – human UHRF1 methylated DNA binding inhibitors; Q96T88; UHRF1 binding to methylated oligo, TR-FRET; inhibition, % at 4.4 µM; hit rate 0.75% among 370,000; in the data active = inhibition above about 21%;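 also: UHRF1 SRA domain binding a hemimethylated CpG hairpin DNA probe; 0% = median of test compound wells and 100% = reference inhibitor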
ADAM17 inh – ADAM17 inhibition, QFRET primary screen; P78536; recombinant ADAM17, EDANS/DABCYL FRET peptide cleavage; inhibition, % at 6.95 µM; hit rate 0.83% among 370,000;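 active = inhibition above the mean of compounds lying between control limits plus 3 SD, set per campaign, cut at about 8.5% in these data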;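 also: 0% = DMSO-only wells as the low control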
PLCg1 inh – inhibitors of human phospholipase C gamma1; inhibition, % at 12.2 µM; P19174; AID 720700; purified PLC-gamma1, fluorogenic substrate, fluorescence; hit rate 0.84% among 370,000; in the data active = inhibition above about 9.5%
ARFGAP1 inh – inhibits rat ARF GTPase activating protein 1; Q62848; Arfgap1-stimulated ARF1 GTP hydrolysis, GDP FP detection; inhibition, % at 16.5 µM; hit rate 0.26% among 360,000; AID 651572;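 active = inhibition above a per-plate limit, mean inhibition of low control wells plus 3 SD, cut at about 25% in these data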;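 also: 0% = DMSO wells with enzyme and 100% = wells lacking Arfgap1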
Target sequence (Q62848 1-136 limits assumed): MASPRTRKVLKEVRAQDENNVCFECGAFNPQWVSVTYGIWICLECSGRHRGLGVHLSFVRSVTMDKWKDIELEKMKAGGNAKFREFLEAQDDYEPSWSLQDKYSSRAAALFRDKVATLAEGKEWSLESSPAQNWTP
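Repeats: one replicate per compound; assay system: rat Arfgap1 catalytic domain, aa 1-136; times: enzyme reaction 120 min at 25 °C after 20 min preincubation; detection: FP of antibody-bound GDP Alexa 633 tracer, ex 620/em 688 nm; benchmarks: high control wells lacking Arfgap1, low control full reaction with DMSO; reagent: human ARF1(Δ1-17)-GTP substrate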
MBD2 inh – MBD2-methylated oligo binding inhibition; hit rate 0.31% among 370,000; Q9UBB5; inhibition, % at 4.4 µM; TR-FRET, MBD2 binding to methylated oligonucleotide; in the data active = inhibition above about 13%
Target sequence (Q9UBB5 whole entry, looked up): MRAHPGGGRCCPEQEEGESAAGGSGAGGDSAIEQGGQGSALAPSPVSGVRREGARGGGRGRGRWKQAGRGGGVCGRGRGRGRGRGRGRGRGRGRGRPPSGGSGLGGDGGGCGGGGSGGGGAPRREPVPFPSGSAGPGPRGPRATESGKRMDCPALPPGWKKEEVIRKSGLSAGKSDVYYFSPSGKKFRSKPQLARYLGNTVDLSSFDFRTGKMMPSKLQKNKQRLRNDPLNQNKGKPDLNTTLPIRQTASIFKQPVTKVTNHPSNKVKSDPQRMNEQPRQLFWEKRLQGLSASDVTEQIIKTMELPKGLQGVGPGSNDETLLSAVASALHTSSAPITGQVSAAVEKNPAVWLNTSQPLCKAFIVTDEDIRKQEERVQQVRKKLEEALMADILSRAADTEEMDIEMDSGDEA
PLCb3 inh – blocks human PLC-beta3 enzyme activity | AID 720704 | Purified PLC-beta3, fluorogenic substrate, fluorescence | Q01970 | hit rate 0.18% among 370,000 | inhibition, % at 12.2 µM; in the data active = inhibition above about 11%;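 also: 0% = median of compound wells on plate and 100% = full blocker control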
Starred values were filed as active, the others as inactive; . = not tested or not shown; & = joins results of further samples.

Below each SMILES: ASAP1 inh	KLK7 zymogen act	DDE Tn6 FP inh	DDE Tn7 FP inh	UHRF1 binding	ADAM17 inh	PLCg1 inh	ARFGAP1 inh	MBD2 inh	PLCb3 inh
1	COCCNC(=O)c1cc(S(=O)(=O)N2CCC3(CC2)OCCO3)ccc1F
  2	-0.3	-12	3	2	2	4	5	-7	6
2	COc1cc(/C=N/N2C(=O)C3C4C=CC(CC4)C3C2=O)ccc1O (configuration not stated)
  -2	0.5	-3	-2	-1	0	2	4	-3	4
3	CCN(CC)c1ccc(C(=O)OCC(=O)Nc2cc3oc4ccccc4c3cc2OC)cc1
  3	-0.2	0	-4	3	-3	2	10	1	0
4	CN(Cc1nc(C(c2ccccc2)c2ccccc2)no1)CC1COCCO1 (configuration not stated)
  9	0.2	2	3	1	-3	2	14	0	1
5	COc1ccc2c(c1)CCCN2C(=O)C1CCCN(S(=O)(=O)c2cc(OC)ccc2OC)C1 (configuration not stated)
  .	0.4	6	12	-2	3	-2	.	-6	-3
6	CCC(c1nnnn1-c1ccc2c(c1)OCCO2)N1CCN(C(C)=O)CC1 (configuration not stated)
  5	-0.1	4	-2	3	2	2	-2	1	3
7	Cc1ccc(C)c(NC(=O)CCC(=O)N/N=C2/CC(=O)CC(C)(C)C2)c1
  2	0.3	0	-1	-1	-8	-10	-2	-3	-13
8	COc1ccc(-c2cccc(NS(=O)(=O)c3ccccc3[N+](=O)[O-])c2)nn1
  13	-0.2	-4	6	-2	1	-1	-11	-4	0
9	O=C(N=C1SC2CS(=O)(=O)CC2N1Cc1ccccc1)C1CCCCC1 (configuration not stated)
  -12	-0.3	2	-2	-1	4	7	-5	-5	0
10	O=C1CS/C(=N/N=C/c2ccc(OS(=O)(=O)c3ccccc3)cc2)N1
  -1	-0.2	7	11	2	-2	1	4	-1	-2
11	Cc1cc(C)nc(NS(=O)(=O)c2ccc(NCN3C(=O)c4ccccc4C3=O)cc2)n1
  4	-0.6	0	6	0	-4	0	-10	-1	-3
12	C(=N\Nc1nc(-c2ccccc2)cs1)/c1cccnc1
  3	-0.5	-5	1	-3	-1	-36	-1	-1	-52
13	Cc1cnc(CN(C)C(=O)CC2C(=O)NCCN2Cc2cccc(F)c2F)[nH]1 (configuration not stated)
  3	0.7	-7	-4	-1	-3	-5	-3	2	-12
14	Cc1cc(NC(=O)CCCOc2ccc(Cl)cc2Cl)no1
  9	-0.1	2	4	1	-2	4	10	1	6
15	CCCCNC(=O)c1ccc(CNc2c(N3CCC(C(=O)OCC)CC3)c(=O)c2=O)cc1
  0&15	-0.1&-1.5	-2&1	-3&-5	-1&3	0&4	0&5	14&11	2&4	1&6
16	CC1(C)CC(N2CCCCC2)=CC(=[N+]2CCCCC2)C1
  6	-0.3	5	1	3	-5	2	-6	1	-6
17	O=C1CCCc2ccccc2N1Cc1c(Cl)cccc1Cl
  -11	-0.1	-1	0	1	3	4	-1	0	2
18	COc1cc(/C=N/NC(=O)c2ccncc2)ccc1OCCN1CCCCC1
  16	0.2	1	-6	8	7	-9	7	2	-20
19	Cc1cc(C(=O)N2CCCC(N3CCN(c4cccc(C(F)(F)F)c4)CC3)C2)nn1C (configuration not stated)
  5	-0.2	0	-2	-3	-4	-1	-4	-3	-6
20	N#Cc1cc(S(=O)(=O)c2ccccc2)c(N)[nH]c1=O
  -5	-0.5	4	-1	3	-13	-32	4	8	-39
21	COc1ccccc1CN1CCN(Cc2ccc3ccccc3c2)CC1
  4	0.1	1	1	7	-2	3	-3	7	-3
22	Cc1cc(NC(=O)CSc2nnc(COc3cccc(C)c3C)n2Cc2ccco2)no1
  -8	-0.2	5	2	-1	-4	2	-5	-3	1
23	Cc1cccc2c1N(CCCOc1ccccc1)C(=O)C2=O
  -15	0.6	-1	8	-9	-1	2	-20	-9	2
24	Cn1nc(C(=O)Nc2ccccc2N2CCCC2)c2ccccc2c1=O
  2	0.0	-15	-6	-1	2	4	10	-8	-1
25	O=C(Cc1ccccc1)OCC(=O)c1cccc([N+](=O)[O-])c1
  0	-0.2	6	-6	2	-1	-1	-7	-3	-4
26	C[C@H](CO)N1C[C@H](C)[C@@H](CN(C)Cc2ccncc2)OCc2cnnn2CCCC1=O
  1	0.4	-7	-11	0	3	1	3	-7	1
27	Cc1c(NC(=O)NC(C)N2C(=O)C3C4C=CC(C4)C3C2=O)c(=O)n(-c2ccccc2)n1C (configuration not stated)
  7	-0.2	-3	7	2	-3	3	0	1	3
28	CCN(CC)CCCn1c(C)cc2c(c1=O)C(c1ccccc1)C(C#N)=C(N)O2 (configuration not stated)
  -5	0.3	-1	-1	2	1	5	4	3	1
29	COc1cccc(C2CC3(CC(C)(C)NC(=S)N3)Oc3cc(O)ccc32)c1 (configuration not stated)
  3	0.1	-4	7	-2	-3	-2	16	-8	1
30	Cc1occc1C(=O)Nc1cccc([N+](=O)[O-])c1C
  6	-0.2	-7	-3	-1	-1	5	8	2	-2
31	COc1ccc(C2=Nn3c(nnc3-c3ccco3)SC2)cc1
  11	-0.4	2	-1	-5	-1	4	-5	5	0
32	CCOC(=O)Nc1ccc(S(=O)(=O)Nn2cnnc2)cc1
  -8	0.5	1	0	2	-2	0	-3	5	4
33	CCOc1ccc(Cl)cc1-c1cc(C(=O)NC(C)C)[nH]n1
  -18	0.0	-4	6	0	-2	1	-1	0	2
34	Oc1c(C=C2N=c3ccccc3=N2)sc(=S)n1-c1ccc2ccccc2c1
  8	-0.7	8	2	-3	-7	-6	-6	1	-12
35	CCn1c2ccccc2c2cc(NS(=O)(=O)c3ccc(C)cc3)ccc21
  -2	-2.6	-2	5	0	0	-5	9	2	0
36	CCCc1c(C(=O)N/N=C/c2ccc(OCc3ccccc3)cc2)nnn1-c1nonc1N
  -14	-0.4	-5	1	3	2	5	3	-2	6
37	COc1ccc(-n2c(Cc3cccn3C)nnc2SCC(=O)NCc2ccco2)cc1
  0	-0.1	0	-1	5	-1	-4	-13	1	-4
38	CCOC(=O)[C@]12CCCC3=C1N(CCC3)C(=O)[C@@H](CC(=O)NCc1ccc(C)o1)C2
  .	0.1	-2	0	-4	1	2	.	1	3
39	CCOC(=O)c1cnc(SCC(=O)Nc2cc(C(F)(F)F)ccc2N2CCOCC2)nc1N
  1	-0.3	7	-5	-2	-2	0	-5	1	1
40	O=S(=O)(c1ccc2ccccc2c1)N1CCN(S(=O)(=O)N2CCOCC2)CC1
  -1	-0.2	4	8	-5	-3	2	8	-3	3
41	CCN(CC)c1ccc(C(=O)c2ccccc2C(=O)O)c(O)c1
  -15	-0.2	15*	-2	-2	3	0	0	1	-7
42	O=C(COc1ccccc1)Nc1nc2cc3c(cc2s1)OCCO3
  8	2.8	13	-1	-3	-5	-5	-12	1	-8
43	CNC(=O)c1ccc(NC(=O)CC2SC(N3CCCC3)=NC2=O)cc1 (configuration not stated)
  7	0.1	3	-12	-1	-3	1	5	-4	-2
44	O=C(CCn1cnnn1)Nc1ccc(Cl)c(Cl)c1
  9	-0.2	6	7	2	-3	2	6	-5	0
45	Cc1ccc(NC(=O)COc2ccc3c(c2)CCC3)nc1
  1	-0.7	-2	-4	6	1	-1	-1	-2	-8
46	C=CCn1c(=N)n(CC(=O)O)c2ccccc21
  9	-0.2	4	1	2	3	5	0	0	0
47	CN(CC(=O)Nc1c(Cl)cccc1Cl)C(=O)c1ccccc1-c1nc2ccccc2s1
  -3	0.2	0	10	3	-6	-1	4	1	-4
48	CCOc1ccccc1OCCn1nnc2ccccc21
  -9	0.0	-1	5	6	1	5	-26	-2	4
49	Cc1ccc(OCc2cc(C(=O)N3CCC(Oc4cccnc4)CC3)no2)cc1C
  3	0.4	3	-2	1	-2	-2	14	0	-4
50	N#Cc1c(-c2ccccc2)cc(-c2ccccc2)nc1Br
  15	0.2	3	4	-1	-1	-3	-9	1	1
51	O=C(COc1ccc(Cl)cc1)Nc1nc(-c2ccc(S(=O)(=O)N3CCOCC3)cc2)cs1
  6	-0.2	3	-3	-1	5	-22	-1	2	-29
52	CN(Cc1ccc(Cl)c(Cl)c1)C(=O)CN1C(=O)NC2(CCCC2)C1=O
  -3	0.2	-6	3	-4	-3	1	7	3	2
53	COC(=O)c1cc(C#N)c(N(C)Cc2ccccc2)nc1C
  2	-0.1	-5	-1	0	-3	-5	-4	-4	-11
54	COC(=O)c1ccc(CSc2ccccc2C)o1
  -4	0.4	-3	0	-3	1	0	-11	-1	1
55	COc1ccc(CCN(C)C2CCCN(C(=O)Cn3cccn3)C2)cc1OC (configuration not stated)
  4	-0.5	3	3	0	-4	0	-3	-6	-10
56	COc1ccc(-c2nnc(SCC(=O)Nc3ccc(C(=O)O)cc3)n2-c2ccc(Cl)cc2)cc1
  -1	-0.2	5	6	-1	2	2	1	2	-2
57	CCOC(=O)CC1OC(=O)c2cc3c(cc21)C(=O)OC3CC(=O)OCC (configuration not stated)
  1	0.5	-6	4	1	-2	0	9	8	-5
58	Fc1cccc(Cc2noc(CN3CCCCC3CCc3ccccn3)n2)c1 (configuration not stated)
  -7	4.9	8	1	0	-2	0	-2	1	-6
59	Nc1ccc(-c2c3ccc(=O)cc-3oc3cc(O)ccc23)cc1C(=O)O
  -3	5.0	11	-6	-46	3	-216	12	-28	-318
60	CC(C)COC(=O)N(C)C[C@H]1OCc2cnnn2CCCC(=O)N([C@H](C)CO)C[C@H]1C
  -4	0.8	4	3	1	-4	0	-2	1	-1

Complete entries, looked up by structure. Values in the order: ASAP1 inh, KLK7 zymogen act, DDE Tn6 FP inh, DDE Tn7 FP inh, UHRF1 binding, ADAM17 inh, PLCg1 inh, ARFGAP1 inh, MBD2 inh, PLCb3 inh
COc1cc(/C=N/NC(=O)c2ccncc2)ccc1OCCN1CCCCC1 across the screens: 16, 0.2, 1, -6, 8, 7, -9, 7, 2, -20
Nc1ccc(-c2c3ccc(=O)cc-3oc3cc(O)ccc23)cc1C(=O)O across the screens: -3, 5.0, 11, -6, -46, 3, -216, 12, -28, -318
CC(C)COC(=O)N(C)C[C@H]1OCc2cnnn2CCCC(=O)N([C@H](C)CO)C[C@H]1C across the screens: -4, 0.8, 4, 3, 1, -4, 0, -2, 1, -1
C=CCn1c(=N)n(CC(=O)O)c2ccccc21 across the screens: 9, -0.2, 4, 1, 2, 3, 5, 0, 0, 0

(more compounds)
Below each SMILES: ASAP1 inh	KLK7 zymogen act	DDE Tn6 FP inh	DDE Tn7 FP inh	UHRF1 binding	ADAM17 inh	PLCg1 inh	ARFGAP1 inh	MBD2 inh	PLCb3 inh
61	CC(=O)N/C(=C/c1ccc2c(c1)OCO2)C(=O)Nc1ccccc1
  -4	0.3	-7	-8	6	1	3	-3	1	3
62	CC(=O)OCC1OC(Sc2cccc3cccnc23)C(OC(C)=O)C(OC(C)=O)C1OC(C)=O (configuration not stated)
  6	0.7	-10	0	-12	-100	-69	7	1	-83
63	CC(C)CN(C(=O)COC(=O)Cc1c[nH]c2ccccc12)C1CCS(=O)(=O)C1 (configuration not stated)
  0	0.3	1	1	3	-7	-2	4	6	-2
64	O=S(=O)(c1ccc2c(c1)OCCO2)N1CCC(n2nnc3cc(C(F)(F)F)ccc32)CC1
  2	-0.2	7	5	-1	1	0	6	-2	2
65	COc1ccc(CN(CC(O)COc2cccc3[nH]cc(C)c23)C(C)(C)C)cc1 (configuration not stated)
  2	0.7	5	13	0	-3	0	2	-2	-6
